Screening data: PubChem BioAssay, National Center for Advancing Translational Sciences (NCATS)
PKM2 act: qHTS Assay for Activators of Human Muscle isoform 2 Pyruvate Kinase; 260,000 tested, 0.34% active; purified PKM2, Kinase-Glo ATP luminescence, activation; response scale: 0% is enzyme alone, no compound; Potency, µM (doses to about 57.5 µM), for inactives: top-dose activation, usual class: activators; AID 1631, 2009; further: potency means the concentration at half of the fitted maximal effect; on the % scale 0 is the no-effect control and ±100 the full control effect; nearly all actives have a fitted effect of over 55% in size
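Purified hPK-M2 (>95% pure) converted ADP (0.1 mM final) to ATP with 0.5 mM PEP in 50 mM imidazole pH7.2, KCl, MgCl2, Tween 20, BSA; 1 h at room temperature. ATP detected by Kinase-Glo luminescence.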
Menin MLL FP TR: qHTS Assay for Inhibitors Targeting the Menin-MLL Interaction in MLL Related Leukemias: Competition With Texas Red Labeled MLL-derived Mutant Peptide; O00255; Menin + Texas Red MLL mutant peptide, fluorescence polarization; Potency, µM (doses to about 61.6 µM), inactives show at the highest dose FP activity change, negative = inhibition, actives largely listed as inhibitors; 270,000 tested, 0.23% active; active means well fitted inhibition curve with a large enough effect in the polarisation, with a control signal flat, not every such curve was filed as active; inconclusive means small, poorly fitted or top-dose-only effect, or effect the other way, or a change in a side signal; inactive means no such curve, though single readings can be large or run the other way; the % refers to the polarisation; further: potency means the concentration at half of the fitted maximal effect; % of control where 0% means no effect; many of its hits are not listed in these tables
Coupling enz: qHTS Assay for Inhibitors of Fructose-1,6-bisphosphate Aldolase from Giardia Lamblia: Coupling assay counterscreen | coupling enzyme system counterscreen, AmpLite Red fluorescence | activity change, negative = inhibition, % at 58.2 µM, hits read low | 290,000 tested, 0.67% active | AID 2472, 2010; in the data active means activity change below about -30%; further: on the % scale 0 is the no-effect control and ±100 the full control effect
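Coupling enzymes only (glyceraldehyde-3-phosphate) + compound, at 57.5 uM final, 10 min RT; add substrate/coupling/AmpLite Red mix, 20 min RT; fluorescence ex 525/em 598 nm. Actives flag coupling-system interference.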
a7 integrin act: qHTS for Activators of Integrin-Mediated Alleviation for Muscular Dystrophy | alpha7betagal myoblasts, beta-gal FDG fluorescence, 48 h | Potency, µM (top dose mostly 38.3 µM), inactives show at the highest dose activation, usual class: activators | 350,000 tested, 0.064% active | AID 624291, 2012;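 further: potency means the concentration at half of the fitted maximal effect; 100% = response of the positive control SU9516; nearly all actives have a fitted effect of over 60% in size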
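alpha7betagal+/- myoblasts (passage 13, 250/well) treated 48 h at 37C with compounds at 1:260 dilution of DMSO stock. Lysed, then beta-galactosidase activity read as FDG fluorescence (ex 480/em 540) after 30 min, with pre-read for autofluorescence.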
S-ASM inh: Inhibitors of Secretory Acid Sphingomyelinase (S-ASM): qHTS; Sphingomyelin phosphodiesterase (Homo sapiens), P17405; placental ASM, HMU-PC fluorogenic substrate, 60 min; Potency, µM (top dose mostly 57.5 µM), for the others: at the highest dose activity change, negative = inhibition, hits mostly inhibitors; 340,000 tested, 0.006% active; AID 504937, 2011; further: potency means the concentration at half of the fitted maximal effect
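qHTS format. ASM enzyme prepared from human placenta hydrolyses the fluorogenic substrate HMU-PC0 (9 uM final) over 60 min at 37 °C after a 10 min compound preincubation.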
B2AR arrestin: qHTS assay of beta-arrestin-biased ligands of beta2-adrenergic receptor; Beta-2 adrenergic receptor (Homo sapiens), P07550; beta-arrestin recruitment to beta2AR, cell-based reporter; Potency, µM (highest dose often 46.1 µM), without a hit: at the top dose activation, hits mostly activators; 330,000 tested, 0.02% active;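 further: potency means the concentration at half of the fitted maximal effect; 0% = DMSO controls and full agonism = EC100 isoproterenol or metaproterenol; nearly all actives have a fitted effect of over 65% in size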
Chronic BCR inh: qHTS Assay to Find Inhibitors of Chronic Active B-Cell Receptor Signaling; ABC-DLBCL IkBa-CBG/CBR reporter, luminescence ratio, 4 h; Potency, µM (doses to about 46.1 µM), inactives show at the top dose ratio change, negative = lower green/red ratio, most hits filed as inhibitors; 340,000 tested, 0.05% active; AID 493014, 2011; active means well fitted inhibition curve with a large enough effect in the signal ratio, with a control signal flat, not every such curve was filed as active; inconclusive means small, poorly fitted or top-dose-only effect, or effect the other way, or a change in a side signal; the % refers to the signal ratio;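 further: potency means the concentration at half of the fitted maximal effect; plate controls were basal doxycycline-induced cells for no effect and cells given 10 µM MG132 for full effect; MG132 reads +100%, hits lower the ratio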
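Doxycycline induced both beetle luciferases in TMD8 lymphoma cells; IKK-driven degradation limits the IkappaBalpha-fused green signal, while red luminescence normalises for cell number and nonspecific effects. Compounds tested up to 46 uM, 4 hrs.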
PTAP TSG101 blk: qHTS Assay for Iinhibitors of HIV-1 Budding by Blocking the Interaction of PTAP/TSG101. Fluorescence polarization, FITC-PTAP peptide / Tsg101 binding. Tumor susceptibility gene 101 protein (Homo sapiens), Q99816. 340,000 tested, under 10 active. Potency, µM (doses to about 115 µM), inactives show top-dose activity change, negative = inhibition, actives largely listed as inhibitors. AID 493005, 2010; active means well fitted inhibition curve with a large enough effect in the main read-out, with a control signal flat, not every such curve was filed as active; inconclusive means small, poorly fitted or top-dose-only effect, or effect the other way, or a change in a side signal; inactive means no such curve, though single readings can be large or run the other way; further: potency means the concentration at half of the fitted maximal effect; % of control where 0% means no effect
Target sequence (Q99816 whole entry, looked up): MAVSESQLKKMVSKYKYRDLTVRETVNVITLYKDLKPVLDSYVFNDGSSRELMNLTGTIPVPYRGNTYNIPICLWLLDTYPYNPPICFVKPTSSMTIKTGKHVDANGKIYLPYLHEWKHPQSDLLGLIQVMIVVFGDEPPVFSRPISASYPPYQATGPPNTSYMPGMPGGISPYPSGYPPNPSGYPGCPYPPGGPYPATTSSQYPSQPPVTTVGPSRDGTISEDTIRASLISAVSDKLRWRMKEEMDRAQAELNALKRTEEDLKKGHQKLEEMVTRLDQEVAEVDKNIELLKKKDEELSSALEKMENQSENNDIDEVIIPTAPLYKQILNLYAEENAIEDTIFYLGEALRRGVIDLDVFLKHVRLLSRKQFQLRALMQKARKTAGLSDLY
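Steps: Tsg101 binding domain dispensed (10 uM final), compounds pinned in DMSO, FITC-labeled PTAP-motif peptide added (50 nM final); after 20 min binding at room temperature, polarization measured.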
GALK inh: qHTS Assay for Inhibitors of Human Galactokinase (GALK). Purified GALK, Kinase-Glo residual ATP luminescence. Potency, µM (highest dose often 57.5 µM), for the others: at the highest dose activity change, negative = inhibition, hits mostly inhibitors. 270,000 tested, 0.007% active; further: potency means the concentration at half of the fitted maximal effect; on the % scale 0 is the no-effect control and ±100 the full control effect
Target sequence (P51570 whole entry, looked up): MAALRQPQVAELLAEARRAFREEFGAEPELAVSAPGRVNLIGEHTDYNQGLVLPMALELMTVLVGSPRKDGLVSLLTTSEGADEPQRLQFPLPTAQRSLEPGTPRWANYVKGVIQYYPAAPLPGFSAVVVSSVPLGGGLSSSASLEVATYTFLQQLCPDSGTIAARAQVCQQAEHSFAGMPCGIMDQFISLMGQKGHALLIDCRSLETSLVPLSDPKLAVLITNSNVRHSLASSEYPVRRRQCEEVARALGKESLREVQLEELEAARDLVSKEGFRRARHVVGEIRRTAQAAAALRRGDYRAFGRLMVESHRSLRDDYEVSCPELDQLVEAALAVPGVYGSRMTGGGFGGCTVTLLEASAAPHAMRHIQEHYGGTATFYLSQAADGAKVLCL
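Luminescence from leftover ATP (Ultra-Glo luciferase/luciferin) served as read-out after a 1 h room-temperature reaction of 5 nM GALK with 35 uM ATP and 100 uM galactose.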
Tb PFK block: qHTS Assay to Find Inhibitors of T. brucei phosphofructokinase; AID 485367, 2010; 330,000 tested, 0.17% active; T. brucei PFK, ADP-Glo luminescence; ATP-dependent 6-phosphofructokinase (Trypanosoma brucei brucei), O15648; Potency, µM (titrated, usually from 57.5 µM), inactives show top-dose activity, negative = inhibition, hits mostly inhibitors;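 further: potency means the concentration at half of the fitted maximal effect; 0% = uninhibited 1x PFK enzyme wells and -100% = no-enzyme wells; nearly all actives have a fitted effect of over 60% in size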
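Activity is normalized to no-enzyme wells (full inhibition) and 1.25 nM enzyme wells (no inhibition). Reaction: 0.5 mM F6P, 0.1 mM ATP, 45 min RT, ADP-Glo luminescence; concentration-response curves fitted and classed by quality.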
Giardia kill: Small Molecules that selectively kill Giardia lamblia: qHTS. Giardia lamblia trophozoite viability. activity change, % at 7.66 µM, hits read low. 340,000 tested, 0.15% active; in the data active means activity change below about -80%; inconclusive means between about -30% and that limit;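 further: parasites exposed to compound for two days anaerobically before the ATP read; on the % scale 0 is the no-effect control and ±100 the full control effect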
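Giardia lamblia trophozoites (100 cells/well) were incubated with compounds for 48 h at 37 deg C under anaerobic conditions. Viability was read as ATP content by one-step luminescence after 15-30 min at room temperature.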
* = called active by the depositor; [ ] = remark or other dose. Unless noted, the call rests on the fitted dose curve; in most records, active means well fitted curve in the direction sought with a large enough effect; inconclusive means small, poorly fitted or top-dose-only effect, or another doubt; inactive means no such curve, though single readings can be large; an effect the other way counts as inactive or inconclusive. Some of the compounds tested, so the mix of outcomes need not match the whole.

What do the screens show for `Cc1cc(F)c(F)c(C(=O)NC2CC2)c1Cl`?
PKM2 act: -4.6%; Menin MLL FP TR: -22.2%; Coupling enz: 6.3; a7 integrin act: 5.5%; S-ASM inh: 7.9%; B2AR arrestin: 0.0%; Chronic BCR inh: -0.2%; PTAP TSG101 blk: -3.6%; GALK inh: -2.4%; Tb PFK block: -3.7%; Giardia kill: -3.8

What do the screens show for `Cn1cnc(C(=O)N2CCc3ccccc3C2)c1C(=O)N1CCc2ccccc2C1`?
a7 integrin act: -9.1%; S-ASM inh: 4.1%; B2AR arrestin: -0.7%; Chronic BCR inh: 2.0%; PTAP TSG101 blk: 0.6%; Tb PFK block: 9.1%; Giardia kill: 19.8

What do the screens show for `COC(=O)CNC(=O)COC(=O)c1cc(SC)ccc1Cl`?
PKM2 act: -3.7%; Menin MLL FP TR: 4.5%; Coupling enz: 0.3; a7 integrin act: 3.3%; S-ASM inh: 2.9%; B2AR arrestin: -0.3%; Chronic BCR inh: -0.2%; PTAP TSG101 blk: -4.8%; GALK inh: 11.1%; Tb PFK block: -3.0%; Giardia kill: -2.1

What do the screens show for `CCNc1ccc(C(=O)OCC(=O)NCc2ccccc2Cl)cc1[N+](=O)[O-]`?
PKM2 act: -0.4%; Menin MLL FP TR: -2.8%; Coupling enz: -0.3; a7 integrin act: -11.1%; S-ASM inh: -3.3%; B2AR arrestin: -1.1%; Chronic BCR inh: -2.2%; PTAP TSG101 blk: 0.5%; GALK inh: 0.2%; Tb PFK block: -7.1%; Giardia kill: -15.9

Results for COC(=O)C1=CO[C@@H](O)C2C(CO)=CCC12 (stereo not given in full) ?
a7 integrin act: 34.1%; S-ASM inh: -6.2%; B2AR arrestin: -0.1%; Chronic BCR inh: -7.0%; Tb PFK block: 1.7%; Giardia kill: -1.2

What do the screens show for `Cn1nc(-c2ccc(Cl)cc2)c2cc(C(=O)NCc3ccco3)sc21`?
PKM2 act: -2.8%; Menin MLL FP TR: inconclusive; Coupling enz: 1.0; a7 integrin act: -34.3%; S-ASM inh: -17.4%; B2AR arrestin: 5.8%; Chronic BCR inh: inconclusive; PTAP TSG101 blk: -0.6%; GALK inh: 2.9%; Tb PFK block: 1.4%; Giardia kill: 23.5

What do the screens show for `Cc1nc2ccccc2nc(C)c1=NOCC(=O)N(c1ccccc1)C(C)C`?
PKM2 act: 3.3%; Menin MLL FP TR: inconclusive; Coupling enz: -5.3; a7 integrin act: 6.7%; S-ASM inh: 0.4%; B2AR arrestin: 0.3%; Chronic BCR inh: -0.3%; PTAP TSG101 blk: -0.4%; GALK inh: 1.1%; Tb PFK block: -2.8%; Giardia kill: -14.8

How did O=C1NCCCC1C(=O)N/N=C/c1cccc(O)c1 (stereo not given) do in these assays?
PKM2 act: -4.6%; Menin MLL FP TR: 2.0%; Coupling enz: -1.5; a7 integrin act: -10.9%; S-ASM inh: 6.5%; B2AR arrestin: -2.3%; Chronic BCR inh: 3.9%; PTAP TSG101 blk: -5.7%; GALK inh: -2.7%; Tb PFK block: 0.3%; Giardia kill: -5.9

What do the screens show for `Cn1c(=O)c2c(ncn2Cc2ccc(Cl)cc2)n(C)c1=O`?
PKM2 act: 21.9%; Menin MLL FP TR: 5.8%; Coupling enz: 1.4; a7 integrin act: -12.9%; S-ASM inh: 0.6%; B2AR arrestin: 0.0%; Chronic BCR inh: -5.2%; PTAP TSG101 blk: -2.5%; GALK inh: 4.0%; Tb PFK block: -4.6%; Giardia kill: 31.4[activator]

Results for CN(C(=O)CSc1cccc[n+]1[O-])c1ccccc1 ?
a7 integrin act: 4.5%; S-ASM inh: 3.6%; B2AR arrestin: 2.4%; Chronic BCR inh: -0.2%; PTAP TSG101 blk: -3.4%; Tb PFK block: -2.2%; Giardia kill: 10.3

How did COc1ccc(-c2nc(CS(=O)CC(=O)NCCC3=CCCCC3)c(C)o2)cc1 (stereo not given) do in these assays?
PKM2 act: -5.5%; Menin MLL FP TR: -7.9%[11.7 µM]; Coupling enz: 2.4; a7 integrin act: 0.0%; S-ASM inh: -1.1%; B2AR arrestin: 0.2%; Chronic BCR inh: -2.3%; PTAP TSG101 blk: -3.3%; GALK inh: 1.4%; Tb PFK block: 2.3%; Giardia kill: inconclusive

How did O=C(CCC1CCCCC1)Nc1nccs1 do in these assays?
PKM2 act: 21.5%; Menin MLL FP TR: 13.5%; Coupling enz: 0.6; a7 integrin act: -23.0%; S-ASM inh: -5.6%; B2AR arrestin: -0.4%; Chronic BCR inh: inconclusive; PTAP TSG101 blk: -6.6%; GALK inh: 1.0%; Tb PFK block: -0.1%; Giardia kill: 19.6

How did O=C(CCCc1ccccc1)Nc1cccc(C(=O)O)c1 do in these assays?
PKM2 act: 2.9%; Menin MLL FP TR: -29.2%; Coupling enz: 2.5; a7 integrin act: -10.8%; S-ASM inh: -0.5%; B2AR arrestin: 0.2%; Chronic BCR inh: inconclusive; PTAP TSG101 blk: -0.2%; GALK inh: -3.9%; Tb PFK block: 0.8%; Giardia kill: -9.9

Results for O=NN1CCN(c2ccncc2S(=O)(=O)N2CCCCC2)CC1 ?
PKM2 act: 3.5%; Menin MLL FP TR: 5.1%; Coupling enz: -0.5; a7 integrin act: 12.2%; S-ASM inh: 1.2%; B2AR arrestin: 0.1%; Chronic BCR inh: 6.7%; PTAP TSG101 blk: -0.6%; GALK inh: -5.2%; Tb PFK block: -1.2%; Giardia kill: 22.3

How did COc1ccc(S(=O)(=O)N2CCCCCC2)cc1NC(=O)c1c2c(nc3ccccc13)CCN(Cc1ccccc1)C2 do in these assays?
PKM2 act: 1.3%; Menin MLL FP TR: -0.5%; Coupling enz: -1.7; a7 integrin act: -12.4%; S-ASM inh: -13.8%; B2AR arrestin: -0.5%; Chronic BCR inh: 5.5%; PTAP TSG101 blk: -0.8%; GALK inh: -1.8%; Tb PFK block: 2.4%; Giardia kill: 14.1

What do the screens show for `CCOc1ccc(S(=O)(=O)N(CCO)CCO)cc1-c1nc2c(C(C)(C)C)nn(C)c2c(=O)[nH]1`?
PKM2 act: 1.1%; Menin MLL FP TR: 3.1%; Coupling enz: 0.1; a7 integrin act: -3.1%; S-ASM inh: 2.5%; B2AR arrestin: -0.2%; Chronic BCR inh: inconclusive; PTAP TSG101 blk: 2.5%; GALK inh: -3.6%; Tb PFK block: 2.0%; Giardia kill: 16.6

How did CCOc1nc(-c2ccc(Cl)cc2Cl)ccc1C#N do in these assays?
PKM2 act: 0.2%; Menin MLL FP TR: 6.1%; Coupling enz: 1.7; a7 integrin act: 25.6%; S-ASM inh: -11.0%; B2AR arrestin: -0.9%; Chronic BCR inh: inconclusive; PTAP TSG101 blk: -6.7%; GALK inh: 3.0%; Tb PFK block: 0.4%; Giardia kill: -2.7

Results for CC(C(=O)N1CCCCC1)n1ncn2cccc2c1=O (stereo not given) ?
PKM2 act: -1.1%; Menin MLL FP TR: 0.9%; Coupling enz: -1.2; a7 integrin act: 4.2%; S-ASM inh: -2.6%; B2AR arrestin: 0.0%; Chronic BCR inh: -0.9%; PTAP TSG101 blk: -0.4%; GALK inh: 1.3%; Tb PFK block: -0.9%; Giardia kill: -4.4

How did Cc1csc2nc(CNC(=O)C3CCCCC3)cn12 do in these assays?
PKM2 act: -6.2%; Menin MLL FP TR: -7.5%; Coupling enz: 0.5; a7 integrin act: -7.9%; S-ASM inh: 0.2%; B2AR arrestin: 0.1%; Chronic BCR inh: inconclusive; PTAP TSG101 blk: -0.5%; GALK inh: -1.1%; Tb PFK block: -12.4%; Giardia kill: inconclusive

What do the screens show for `Cc1ccc(OS(=O)Nc2cccc3nccnc23)cc1` (stereo not given)?
PKM2 act: inconclusive; Menin MLL FP TR: 24.2%; Coupling enz: -6.7; a7 integrin act: -38.3%[inhibitor]; S-ASM inh: -1.7%; B2AR arrestin: -0.2%; Chronic BCR inh: inconclusive; PTAP TSG101 blk: -1.8%; GALK inh: 0.0%; Tb PFK block: 1.5%; Giardia kill: -4.6
